Assay outcomes from PubChem BioAssay.
BCLXL inh: blocks human Bcl-xL binding to Bim BH3 peptide; Q07817; GST-Bcl-xL / FITC-Bim BH3 peptide fluorescence polarization; inhibition, % at 10.9 µM; 0.7% of 320,000 active; AID 2129;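 active = inhibition above the mean of all tested compounds plus 3 SD, cutoff set per campaign, cut at about 30% in these data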;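 note: 0% = DMSO wells and 100% = unlabeled Bim-BH3 peptide competitor; inhibitors lower millipolarization by displacing the labeled peptide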
Target sequence (Q07817 whole entry, looked up): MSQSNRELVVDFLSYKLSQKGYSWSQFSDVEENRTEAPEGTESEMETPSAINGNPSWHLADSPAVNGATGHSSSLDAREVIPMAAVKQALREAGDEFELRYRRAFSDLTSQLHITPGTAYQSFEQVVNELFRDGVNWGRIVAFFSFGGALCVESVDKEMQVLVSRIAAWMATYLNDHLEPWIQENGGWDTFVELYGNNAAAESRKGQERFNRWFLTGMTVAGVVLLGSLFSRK
Fam108B counter: counter-screen for RBBP9 inhibitors: inhibitors of mouse Fam108B | recombinant Fam108B, FP-Rh probe fluorescence polarization | inhibition, % at 9.51 µM | 0.33% of 300,000 active | AID 1947;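 active = inhibition above the screen mean inhibition plus 3 SD, computed separately per campaign, cut at about 18% in these data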;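 note: inhibitors lower polarization as less probe binds the enzyme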
MEX-5 binding: C. elegans MEX-5 TCR-2 RNA binding activity | 0.38% of 300,000 active | Q9XUB2 | MEX-5/FITC-TCR2 RNA binding, fluorescence polarization; stronger effect = lower value | AID 1832 | activity score (negative = inhibition of binding), % at 10 µM;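 active = inhibition past about -25% in most replicates, and total fluorescence under double the plate's negative control median, limit read from the data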;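 note: 0% = DMSO and -100% = 5 µM competing unlabeled TCR2 RNA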
Target sequence (Q9XUB2 whole entry, looked up): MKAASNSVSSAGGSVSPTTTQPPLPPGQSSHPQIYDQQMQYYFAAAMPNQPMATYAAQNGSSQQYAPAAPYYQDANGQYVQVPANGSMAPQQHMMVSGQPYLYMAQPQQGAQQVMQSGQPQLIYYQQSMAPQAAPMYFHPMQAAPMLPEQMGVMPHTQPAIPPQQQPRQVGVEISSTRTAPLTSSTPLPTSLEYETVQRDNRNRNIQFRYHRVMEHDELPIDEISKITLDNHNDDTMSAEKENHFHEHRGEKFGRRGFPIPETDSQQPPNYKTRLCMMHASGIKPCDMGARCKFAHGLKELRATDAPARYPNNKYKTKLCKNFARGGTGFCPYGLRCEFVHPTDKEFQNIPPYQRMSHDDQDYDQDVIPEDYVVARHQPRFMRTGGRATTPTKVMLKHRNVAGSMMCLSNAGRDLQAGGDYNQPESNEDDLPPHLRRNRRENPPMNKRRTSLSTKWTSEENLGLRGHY
MCL1 BIM primary: disrupts human MCL1 binding to BIM-BH3 peptide; 0.68% of 320,000 active; AID 2057; inhibition, % at 10.9 µM; GST-MCL1 / FITC-Bim-BH3 fluorescence polarization;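 active = inhibition above the mean inhibition of all tested compounds plus 3 SD, set per campaign, cut at about 40% in these data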;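 note: 0% = DMSO wells and 100% = unlabeled Bim-BH3 peptide control; higher means more loss of mP so more displacement of Bim peptide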
Yeast superoxide: caloric restriction mimetics inhibiting age-related superoxide in yeast; S. cerevisiae aged cells, superoxide DHE fluorescence; stronger effect = lower value; superoxide response (% of plate mean), % at 10 µM; 0.18% of 330,000 active; AID 2690;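 active = superoxide response under a set limit, about three screen SD below normal, cut at about 65% in these data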;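 note: yeast aged for seven days with compound at 30 °C before DHE staining; 100% = average MFI of all compound-treated wells on the plate with controls excluded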
ZTA counter: ZTA (EBV) inhibition in EBNA-1 counter-screen; 0.15% of 320,000 active; ZTA-DNA binding, fluorescence polarization; P03206; inhibition, % at 11 µM; in the data active = inhibition above about 33%
Target sequence (P03206 whole entry, looked up): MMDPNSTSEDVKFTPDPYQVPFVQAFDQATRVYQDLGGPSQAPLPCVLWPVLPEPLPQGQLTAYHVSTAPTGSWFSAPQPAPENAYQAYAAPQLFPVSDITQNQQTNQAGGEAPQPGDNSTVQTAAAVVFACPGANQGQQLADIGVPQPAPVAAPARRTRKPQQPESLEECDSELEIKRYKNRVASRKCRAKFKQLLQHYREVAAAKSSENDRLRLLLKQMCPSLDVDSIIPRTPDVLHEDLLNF
GLD-1 RNA inh: GLD-1-TGE RNA interaction inhibition (C. elegans); Q17339; AID 2280; 0.44% of 320,000 active; inhibition, % at 5.96 µM; purified GLD-1 + fluorescein TGE RNA, fluorescence polarization;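 active = percent inhibition above a per-plate cutoff, the plate mean of test compounds plus 3 SD, cut at about 30% in these data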;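 note: 0% = DMSO wells with GLD-1 and probe and 100% = wells lacking GLD-1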
EBNA-1 inh: blocks EBNA-1 binding to DNA. EBNA-1 DNA binding, fluorescence polarization. inhibition, % at 14.8 µM. 0.34% of 300,000 active; in the data active = inhibition above about 28%
Efflux pump inh: blocks antifungal efflux pumps in multiplex yeast assay; S. cerevisiae Candida pump triplex, Nile Red efflux; inhibition, % at 10 µM; 0.44% of 330,000 active; AID 485275;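 active = plate passing quality check with inhibition over a set limit, or well fluorescence over plate mean plus 4 SD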;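 note: Nile Red retained in pooled yeast measured as flow cytometry median fluorescence; 0% = buffer negative control and 100% = Enniatin B positive control; higher means more Nile Red kept so more efflux inhibition; some compounds called inactive have numbers as strong as hits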
* marks the source's active call; other numbers are inactive results.

Results for CCOc1ccc(/C(C)=N\NC(=O)Cc2ccccc2)cc1 ?
BCLXL inh: 4.5; Fam108B counter: 3.0; MEX-5 binding: -2.1; MCL1 BIM primary: 7.3; Yeast superoxide: 94.6; ZTA counter: -6.8; GLD-1 RNA inh: 3.8; EBNA-1 inh: 18.8; Efflux pump inh: -0.2

How did O=C(Nc1ccn(Cc2ccc(F)cc2)n1)c1ccncc1 do in these assays?
BCLXL inh: 4.0; Fam108B counter: 0.3; MEX-5 binding: -0.1; MCL1 BIM primary: 9.1; Yeast superoxide: 100.8; ZTA counter: 13.0; GLD-1 RNA inh: 0.5; EBNA-1 inh: -19.1; Efflux pump inh: 0.1

How did CCOC(=O)c1cnc(SC)nc1Sc1cc(Cl)ccc1Cl do in these assays?
BCLXL inh: 3.6; Fam108B counter: -5.8; MEX-5 binding: -2.0; MCL1 BIM primary: -2.1; Yeast superoxide: 112.1; ZTA counter: -5.8; GLD-1 RNA inh: 2.7; EBNA-1 inh: -3.0; Efflux pump inh: 0.1

How did COc1ccccc1NC(=O)c1coc(=O)c(Br)c1 do in these assays?
BCLXL inh: 5.6; Fam108B counter: -6.0; MEX-5 binding: -12.8; MCL1 BIM primary: 3.0; Yeast superoxide: 85.7; ZTA counter: -6.8; GLD-1 RNA inh: -7.2; EBNA-1 inh: 1.0; Efflux pump inh: -0.1

How did Cn1c(=O)n(C)c2cc([N+](=O)[O-])c(N3CCN(C(=O)c4cccc(Cl)c4)CC3)cc21 do in these assays?
BCLXL inh: 8.3; Fam108B counter: -1.5; MEX-5 binding: -0.4; MCL1 BIM primary: 1.9; Yeast superoxide: 102.2; ZTA counter: 5.8; GLD-1 RNA inh: -4.2; EBNA-1 inh: 9.2; Efflux pump inh: -0.2

Results for O=S(=O)(/N=C(\Sc1ccc(Cl)cc1)c1ccccc1)c1ccccc1 ?
BCLXL inh: 2.7; Fam108B counter: 5.7; MEX-5 binding: -0.3; MCL1 BIM primary: 8.9; Yeast superoxide: 92.3; ZTA counter: -24.5; GLD-1 RNA inh: 5.7; EBNA-1 inh: -6.4; Efflux pump inh: 0.0

Results for O=S(=O)(NCC1CCCN(Cc2ccccc2O)C1)c1cccc2cccnc12 (stereo not given) ?
BCLXL inh: 0.9; Fam108B counter: 2.4; MEX-5 binding: 2.5; MCL1 BIM primary: -0.4; Yeast superoxide: 101.1; ZTA counter: -4.7; GLD-1 RNA inh: 3.8; EBNA-1 inh: -8.2; Efflux pump inh: 0.2

What do the screens show for `CC(=O)Nc1ccc(NC(=O)c2ccc(COc3ccccc3)cc2)cc1`?
BCLXL inh: 5.3; Fam108B counter: -9.4; MEX-5 binding: -0.7; MCL1 BIM primary: 4.5; Yeast superoxide: 91.7; ZTA counter: 6.6; GLD-1 RNA inh: 0.0; EBNA-1 inh: -0.2; Efflux pump inh: 0.3

What do the screens show for `CC1CCc2ccccc2N1C(=O)c1cccs1` (stereo not given)?
BCLXL inh: 4.5; Fam108B counter: 2.0; MEX-5 binding: 0.7; MCL1 BIM primary: 4.2; Yeast superoxide: 86.6; ZTA counter: 21.9; GLD-1 RNA inh: 3.5; EBNA-1 inh: 8.4; Efflux pump inh: 0.0

How did CCCCCCCCCCCCN1[C@@H](CC(=O)OC)c2cc(F)ccc2S1(=O)=O do in these assays?
BCLXL inh: 8.9; Fam108B counter: -4.5; MEX-5 binding: 1.8; MCL1 BIM primary: 6.0; Yeast superoxide: 98.9; ZTA counter: -10.2; GLD-1 RNA inh: -0.1; EBNA-1 inh: -11.2; Efflux pump inh: 0.0

How did O=C(NC1CCCCC1)C(c1ccc2ncccc2c1)N(Cc1ccc2c(c1)OCO2)C(=O)c1ccc2c(c1)OCCO2 (stereo not given) do in these assays?
BCLXL inh: 1.0; Fam108B counter: -1.1; MEX-5 binding: 0.3; MCL1 BIM primary: 5.2; Yeast superoxide: 78.3; ZTA counter: -2.6; GLD-1 RNA inh: 1.5; EBNA-1 inh: 8.3; Efflux pump inh: 0.2

What do the screens show for `CNC(=O)Cn1ncc2c3ccccc3n(C)c2c1=O`?
BCLXL inh: 4.0; Fam108B counter: -0.5; MEX-5 binding: -3.2; MCL1 BIM primary: -1.7; Yeast superoxide: 103.9; ZTA counter: 8.4; GLD-1 RNA inh: -4.7; EBNA-1 inh: 12.5; Efflux pump inh: 0.0

Results for CSc1ccccc1C(=O)NCC1CCCO1 (stereo not given) ?
BCLXL inh: -3.3; Fam108B counter: -2.3; MEX-5 binding: -0.5; MCL1 BIM primary: 1.5; Yeast superoxide: 110.6; ZTA counter: -8.0; GLD-1 RNA inh: 3.2; EBNA-1 inh: -2.6; Efflux pump inh: 0.0

What do the screens show for `CCOC(=O)c1cc(-c2ccccc2)nn1CC1CC(c2ccc(Cl)cc2)=NO1` (stereo not given)?
BCLXL inh: -0.6; Fam108B counter: 4.3; MEX-5 binding: -0.7; MCL1 BIM primary: -2.1; Yeast superoxide: 99.8; ZTA counter: -0.9; GLD-1 RNA inh: 0.6; EBNA-1 inh: -0.2; Efflux pump inh: 0.1

What do the screens show for `Cc1cccc(Cn2cc3c(=O)n(Cc4cccc(F)c4)nc-3c3ccccc32)c1`?
BCLXL inh: 1.3; Fam108B counter: -0.4; MEX-5 binding: -1.8; MCL1 BIM primary: -9.2; Yeast superoxide: 106.4; ZTA counter: 0.2; GLD-1 RNA inh: -1.2; EBNA-1 inh: 7.9; Efflux pump inh: 0.1

Results for O=C(Cc1ccc(Cl)cc1)N/N=C/c1ccncc1 ?
BCLXL inh: 1.7; Fam108B counter: 3.7; MEX-5 binding: -1.0; MCL1 BIM primary: -1.7; Yeast superoxide: 99.4; ZTA counter: -12.9; GLD-1 RNA inh: -2.5; EBNA-1 inh: -0.5; Efflux pump inh: -0.1

Results for COc1cc(/C=N/O)cc(Br)c1OC ?
BCLXL inh: 5.7; Fam108B counter: 1.0; MEX-5 binding: -1.1; MCL1 BIM primary: 10.9; Yeast superoxide: 95.7; ZTA counter: 2.0; GLD-1 RNA inh: 8.1; EBNA-1 inh: 1.2; Efflux pump inh: 0.0

How did O=C(Cc1c(F)cccc1Cl)NNC(=S)Nc1ccc(S(=O)(=O)Nc2ncccn2)cc1 do in these assays?
BCLXL inh: 7.1; Fam108B counter: -1.4; MEX-5 binding: -2.5; MCL1 BIM primary: 7.1; Yeast superoxide: 104.5; ZTA counter: 5.7; GLD-1 RNA inh: -0.2; EBNA-1 inh: 3.8; Efflux pump inh: -0.1

What do the screens show for `Cc1cc(/C=C2\NC(=O)NC2=O)c(C)n1-c1cccnc1`?
BCLXL inh: 8.0; Fam108B counter: 1.9; MEX-5 binding: -2.6; MCL1 BIM primary: 7.2; Yeast superoxide: 85.5; ZTA counter: 8.2; GLD-1 RNA inh: -0.7; EBNA-1 inh: 3.7; Efflux pump inh: 0.0

How did Cc1cc[n+](CC(=O)c2ccccc2)c2ccccc12 do in these assays?
BCLXL inh: 15.9; Fam108B counter: -2.1; MEX-5 binding: -1.1; MCL1 BIM primary: 14.4; Yeast superoxide: 91.3; ZTA counter: 8.0; GLD-1 RNA inh: 3.9; EBNA-1 inh: -1.3; Efflux pump inh: 0.0

In the list so far, 2 contain an aryl thioether with sulfur outside any ring:
How did CCOC(=O)c1cnc(SC)nc1Sc1cc(Cl)ccc1Cl do in these assays?
BCLXL inh: 3.6; Fam108B counter: -5.8; MEX-5 binding: -2.0; MCL1 BIM primary: -2.1; Yeast superoxide: 112.1; ZTA counter: -5.8; GLD-1 RNA inh: 2.7; EBNA-1 inh: -3.0; Efflux pump inh: 0.1

Results for CSc1ccccc1C(=O)NCC1CCCO1 (stereo not given) ?
BCLXL inh: -3.3; Fam108B counter: -2.3; MEX-5 binding: -0.5; MCL1 BIM primary: 1.5; Yeast superoxide: 110.6; ZTA counter: -8.0; GLD-1 RNA inh: 3.2; EBNA-1 inh: -2.6; Efflux pump inh: 0.0

Further records.
What do the screens show for `Cc1ccc(S(=O)(=O)N(C)/N=C/c2ccc(C(=O)O)cc2)cc1`?
BCLXL inh: 3.7; Fam108B counter: -0.5; MEX-5 binding: 0.6; MCL1 BIM primary: 2.9; Yeast superoxide: 142.6; ZTA counter: -0.3; GLD-1 RNA inh: 5.0; EBNA-1 inh: -4.1; Efflux pump inh: 0.1

How did C=CCOc1ccccc1CNc1cccc(F)c1 do in these assays?
BCLXL inh: -1.3; Fam108B counter: -6.5; MEX-5 binding: -0.2; MCL1 BIM primary: 0.3; Yeast superoxide: 101.8; ZTA counter: -2.8; GLD-1 RNA inh: 0.5; EBNA-1 inh: 3.8; Efflux pump inh: 0.5

How did COc1ccc(NC(=O)CCn2c(=S)[nH]c3ccccc3c2=O)cc1 do in these assays?
BCLXL inh: 8.8; Fam108B counter: -7.2; MEX-5 binding: -0.2; MCL1 BIM primary: -4.4; Yeast superoxide: 65.3*; ZTA counter: -4.4; GLD-1 RNA inh: -0.8; EBNA-1 inh: -5.6; Efflux pump inh: -0.1

What do the screens show for `CCn1c(=N)n(CC(=O)c2ccc(Br)s2)c2ccccc21`?
BCLXL inh: 0.3; Fam108B counter: 0.8; MEX-5 binding: -4.2; MCL1 BIM primary: 1.1; Yeast superoxide: 114.2; ZTA counter: -16.6; GLD-1 RNA inh: 7.7; EBNA-1 inh: -2.0; Efflux pump inh: -0.1

How did Fc1ccc(NC(=S)Nc2cccnc2)cc1Cl do in these assays?
BCLXL inh: 9.9; Fam108B counter: -2.0; MEX-5 binding: -0.6; MCL1 BIM primary: 11.0; Yeast superoxide: 102.5; ZTA counter: -6.0; GLD-1 RNA inh: 1.2; EBNA-1 inh: -10.9; Efflux pump inh: 0.3

How did Cc1ccc(S(=O)(=O)N2CCOCC2)cc1C(=O)NCCCn1ccnc1 do in these assays?
BCLXL inh: 9.5; Fam108B counter: -8.7; MEX-5 binding: 1.1; MCL1 BIM primary: 8.8; Yeast superoxide: 99.8; ZTA counter: 13.1; GLD-1 RNA inh: -0.9; EBNA-1 inh: 5.8; Efflux pump inh: 0.0

Results for O=c1sc(N2CCN(c3ccccc3F)CC2)nc2ccsc12 ?
BCLXL inh: 8.0; Fam108B counter: -1.2; MEX-5 binding: -1.5; MCL1 BIM primary: 6.0; Yeast superoxide: 87.9; ZTA counter: 5.8; GLD-1 RNA inh: 5.5; EBNA-1 inh: -0.9; Efflux pump inh: 0.0

Results for CCc1ccccc1NC(=O)CNC(=O)c1cc(C2CC2)nc2c1cnn2C(C)C ?
BCLXL inh: -6.0; MCL1 BIM primary: -8.1; Yeast superoxide: 92.6; ZTA counter: -8.3; GLD-1 RNA inh: 0.9; Efflux pump inh: 0.1

What do the screens show for `O=C(CC1C(=O)NCCN1Cc1cccc(F)c1F)NCCCC1CCCC1` (stereo not given)?
BCLXL inh: 10.4; Fam108B counter: -0.3; MEX-5 binding: 1.2; MCL1 BIM primary: 1.8; Yeast superoxide: 105.4; ZTA counter: -8.8; GLD-1 RNA inh: 12.9; EBNA-1 inh: -2.9; Efflux pump inh: -0.2

What do the screens show for `CCCN(CCC)C(=O)c1cn(C)c2ccc(S(=O)(=O)N3CCCC3)cc2c1=O`?
BCLXL inh: 0.2; Fam108B counter: -4.4; MEX-5 binding: -1.2; MCL1 BIM primary: -0.3; Yeast superoxide: 86.9; ZTA counter: -7.3; GLD-1 RNA inh: -1.9; EBNA-1 inh: -14.8; Efflux pump inh: 0.4

What do the screens show for `CCOC(=O)N1CCC(NC(=O)Cn2nc(Cc3ccncc3)c3ccccc3c2=O)CC1`?
BCLXL inh: 5.7; Fam108B counter: 4.8; MEX-5 binding: 3.1; MCL1 BIM primary: 4.2; Yeast superoxide: 93.9; ZTA counter: 1.4; GLD-1 RNA inh: 0.2; EBNA-1 inh: -0.2; Efflux pump inh: 0.0
